Tb PGK inh: qHTS Assay to Find Inhibitors of Phosphoglycerate Kinase; Phosphoglycerate kinase, glycosomal (Trypanosoma brucei brucei), P07378; PGK/GAPDH coupled, Kinase-Glo luminescence, 60 min; Potency, µM (top dose mostly 57.5 µM), without a hit: at the highest dose activity change, negative = inhibition, hits mostly inhibitors; 0.043% of 380,000 active; AID 602233, 2012; also: % is scaled to controls: 0 for no effect and ±100 for the full control effect; nearly all actives have a fitted effect of over 60% in size
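Recombinant glycosomal PGK reaction used 1,3-bisphosphoglycerate generated in-well by GAPDH (100nM final) in 100mM TEA pH 7.6, 5mM MgCl2, 0.01% Tween-20. After 60 minutes at room temperature, ATP was read by Kinase-Glo Plus luminescence end-point.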
POLI inh: qHTS for Inhibitors of Polymerase Iota. DNA polymerase iota (Homo sapiens), Q9UNA4. Pol iota fluorescent replication assay, 10 min. Potency, µM (titrated, usually from 115 µM), without a hit: at the highest dose activity, negative = inhibition, hits mostly inhibitors. 1% of 390,000 active. AID 588590, 2011
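Fluorescent replication assay read twice, at 0 min and 10 min after adding 50 nM (final) substrate. Enzyme (10 nM) and compounds were first incubated 15 min at room temperature; enzyme-free buffer wells were negative controls.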
BLM helicase inh: qHTS Assay for Inhibitors of Bloom's syndrome helicase (BLM); recombinant BLM DNA unwinding, fluorescence dequenching; Potency, µM (highest dose often 56.1 µM), for the others: top-dose activity change, negative = inhibition, usual class: inhibitors; 0.2% of 350,000 active; RecQ-like DNA helicase BLM (Homo sapiens), P54132;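 also: plate controls were vehicle for no effect and no enzyme for full effect; nearly all actives have a fitted effect of over 35% in size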
Target sequence (P54132 whole entry, looked up): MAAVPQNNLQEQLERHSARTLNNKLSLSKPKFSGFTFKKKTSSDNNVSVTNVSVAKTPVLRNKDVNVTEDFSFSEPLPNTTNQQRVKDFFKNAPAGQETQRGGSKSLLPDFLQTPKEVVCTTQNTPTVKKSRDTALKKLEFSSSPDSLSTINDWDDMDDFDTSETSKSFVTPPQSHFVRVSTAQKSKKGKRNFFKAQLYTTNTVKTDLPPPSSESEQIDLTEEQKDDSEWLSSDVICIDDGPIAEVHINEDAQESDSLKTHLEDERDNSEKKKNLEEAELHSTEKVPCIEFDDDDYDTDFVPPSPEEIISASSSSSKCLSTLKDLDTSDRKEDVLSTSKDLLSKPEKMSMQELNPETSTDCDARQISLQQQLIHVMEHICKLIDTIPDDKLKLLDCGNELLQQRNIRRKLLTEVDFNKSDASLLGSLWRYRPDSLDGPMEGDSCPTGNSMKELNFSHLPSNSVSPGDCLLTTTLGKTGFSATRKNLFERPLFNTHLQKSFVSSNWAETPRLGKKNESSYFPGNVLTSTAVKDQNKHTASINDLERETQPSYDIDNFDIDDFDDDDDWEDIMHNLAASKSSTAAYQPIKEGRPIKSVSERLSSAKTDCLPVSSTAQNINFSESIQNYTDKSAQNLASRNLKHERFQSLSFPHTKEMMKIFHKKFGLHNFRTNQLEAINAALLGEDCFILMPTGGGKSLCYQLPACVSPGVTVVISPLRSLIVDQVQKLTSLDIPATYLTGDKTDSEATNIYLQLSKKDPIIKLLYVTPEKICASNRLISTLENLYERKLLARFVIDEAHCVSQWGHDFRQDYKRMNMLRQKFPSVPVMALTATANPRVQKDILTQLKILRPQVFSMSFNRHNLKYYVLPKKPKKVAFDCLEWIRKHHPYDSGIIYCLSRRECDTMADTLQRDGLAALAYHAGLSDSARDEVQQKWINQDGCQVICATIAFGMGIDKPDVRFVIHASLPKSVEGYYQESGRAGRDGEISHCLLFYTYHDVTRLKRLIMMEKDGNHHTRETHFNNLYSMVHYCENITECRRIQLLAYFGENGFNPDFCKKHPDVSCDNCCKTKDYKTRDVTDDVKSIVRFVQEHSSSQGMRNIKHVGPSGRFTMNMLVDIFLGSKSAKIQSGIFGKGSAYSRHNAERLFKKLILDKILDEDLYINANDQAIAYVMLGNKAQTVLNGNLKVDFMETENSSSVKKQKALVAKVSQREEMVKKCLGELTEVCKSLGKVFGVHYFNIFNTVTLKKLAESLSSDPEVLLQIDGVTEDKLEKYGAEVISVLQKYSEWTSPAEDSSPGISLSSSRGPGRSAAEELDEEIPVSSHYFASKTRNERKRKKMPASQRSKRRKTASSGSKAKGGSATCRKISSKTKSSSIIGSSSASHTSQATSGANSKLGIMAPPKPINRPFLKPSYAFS
G9a inh: qHTS Assay for Inhibitors of Histone Lysine Methyltransferase G9a; AID 504332, 2011; Histone-lysine N-methyltransferase EHMT2 (Homo sapiens), Q96KQ7; Potency, µM (series often up to 102 µM), inactives show at the highest dose activity, negative = inhibition, hits mostly inhibitors; 8.8% of 350,000 active; G9a H3K9 monomethylation, AlphaScreen, 2 h; also: % is scaled to controls: 0 for no effect and ±100 for the full control effect; nearly all actives have a fitted effect of over 75% in size
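Chemiluminescent proximity detection of H3K9 monomethylation, read after 10 min bead incubation in the dark. Reaction: 20 nM G9a, 500 nM biotin-H3K9 peptide, 20 uM SAM cofactor, 2 h, room temperature, following 15 min enzyme-compound preincubation.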
JMJD2A Tudor inh: qHTS Assay for Inhibitors of JMJD2A-Tudor Domain; 4.4% of 390,000 active; Lysine-specific demethylase 4A (Homo sapiens), O75164; Potency, µM (titrated, usually from 114 µM), for inactives: at the highest dose activity change, negative = inhibition, usual class: inhibitors; AlphaScreen JMJD2A-Tudor / H3K4me3 peptide binding; AID 504339, 2011; also: % is scaled to controls: 0 for no effect and ±100 for the full control effect; nearly all actives have a fitted effect of over 50% in size
HP1b binding inh: HTS for Inhibitors of HP1-beta Chromodomain Interactions with Methylated Histone Tails. AlphaScreen HP1-beta / biotin-H3K9me3 peptide binding. Potency, µM (doses to about 114 µM), for the others: top-dose activity change, negative = inhibition, actives largely listed as inhibitors. 0.56% of 390,000 active. AID 540317, 2011; also: nearly all actives have a fitted effect of over 70% in size; inactives centre near 23
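HP1-beta protein (50 nM final) preincubated 30 min at room temperature with biotinylated H3(1-18)K9me3 peptide (50 nM) in PBS pH 7.4, 0.01% Tween-20, then compound added for 30 min. AlphaScreen streptavidin donor/nickel chelate acceptor beads (10 ug/mL final), 30 min dark, luminescence read.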
BAZ2B inh: qHTS Assay for Inhibitors of BAZ2B | AID 504333, 2011 | Potency, µM (series often up to 114 µM), for the others: top-dose activity change, negative = inhibition, hits mostly inhibitors | Bromodomain adjacent to zinc finger domain protein 2B (Homo sapiens), Q9UIF8 | AlphaScreen BAZ2B-H3K14Ac peptide displacement | 4.4% of 360,000 active; also: % is scaled to controls: 0 for no effect and ±100 for the full control effect; nearly all actives have a fitted effect of over 60% in size
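Multi-concentration screen (max 110 uM) measuring displacement of acetylated histone H3 peptide from BAZ2B by AlphaScreen, using 50 nM protein, 50 nM peptide and 10 ug/mL streptavidin donor plus Ni-chelate acceptor beads.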
GLS inh: qHTS for Inhibitors of Glutaminase (GLS); AID 624170, 2012; Glutaminase kidney isoform, mitochondrial (Homo sapiens), O94925; 0.21% of 410,000 active; Potency, µM (highest dose often 45.5 µM), for the others: top-dose activity change, negative = inhibition, actives largely listed as inhibitors; GLS enzymatic activity, qHTS titration; also: % is scaled to controls: 0 for no effect and ±100 for the full control effect
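Assay buffer: 45 mM KH2PO4 pH 8.2, 0.02% Tween-20. hKGA acts on L-glutamine (1 mM solution added); product glutamate is reported by an oxidase/peroxidase Amplex Red coupling, with fluorescence taken at baseline and 30 min.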
Pin1 inhibitor: qHTS Assay to Find Inhibitors of Pin1. Peptidyl-prolyl cis-trans isomerase NIMA-interacting 1 (Homo sapiens), Q13526. Pin1 FP peptide displacement, HiFluor488, 10 min. Potency, µM (top dose mostly 115 µM), inactives show at the top dose activity, negative = inhibition, most hits filed as inhibitors. 0.009% of 390,000 active. AID 504891, 2011; active = well fitted inhibition curve with a large enough effect in the polarisation, with a control signal flat, not every such curve was filed as active; inconclusive = small, poorly fitted or top-dose-only effect, or effect the other way, or a change in a side signal; inactive = no such curve, though single readings can be large or run the other way; the % refers to the polarisation; also: % is scaled to controls: 0 for no effect and ±100 for the full control effect
* = called active by the depositor; i = inactive; ? = inconclusive; nt = not tested or not shown; [ ] = dose if it differs, or a comment. Unless noted, calls follow the shape of the dose curve; as a rule, active = well fitted curve in the direction sought with a large enough effect; inconclusive = small, poorly fitted or top-dose-only effect, or another doubt; inactive = no such curve, though single readings can be large; an effect the other way counts as inactive or inconclusive. Potency is read from the fitted curve at half-maximal effect. Only part of the results is shown (hit frequency here may not be typical).

Structure,Tb PGK inh,POLI inh,BLM helicase inh,G9a inh,JMJD2A Tudor inh,HP1b binding inh,BAZ2B inh,GLS inh,Pin1 inhibitor
O=[N+]([O-])c1ccc(Nc2ccc(N3CCOCC3)cc2)c([N+](=O)[O-])c1,-5%,15%,-15%,22µM*,?,32µM*,11µM*,-17%,-5%
Cc1[nH]c2ccccc2c1CN1CCN(c2ccccn2)CC1,i,-16%,2%,?,-20%,14%,-26%,-4%,-2%
CCOC(=O)c1sc(N)c(C#N)c1CSc1nnc(C2CC2)n1N,nt,24%,-4%,-23%[12.7 µM],-10%,20%,7%,-3%,48%[activator]
CC1CCN(Cc2nnnn2CCCC(=O)NCCc2cnn(C)c2)CC1,3%,19%,1%,8%,-4%,42%[activator],-14%,-4%,0%
CCOC(=O)C1CCN(C(=O)CCCOc2ccccc2)CC1,i,20%,-1%,9%[59 µM],-5%,33%,2%,0%,-2%
O=C(NCc1ccccn1)c1ccc(N2CCCC2)c([N+](=O)[O-])c1,2%,23%,-2%,-29%,-32%,21%,-25%,1%,0%
COc1ccc(-n2cc(C(=O)NCc3ccccc3)c3ccccc3c2=O)cc1,-4%,22%,-6%,?,?,18%,-31%,-4%,37%[activator]
O=C(NNC1=C(C(=O)C(F)(F)F)CCC1)c1ccccc1Cl,-1%,2%,-7%,?,-24%,19%,9%,19%,-5%
O=C(Cn1c(=O)nc(-c2ccccc2)c2cc(Cl)ccc21)NCc1ccc(Cl)cc1,5%,12%,-9%,-4%[59 µM],1%,18%,-12%,-7%,-1%
O=C(CN1C(=O)CCn2nc(-c3ccccc3)cc21)NCc1ccc(F)cc1,i,-13%,0%,-1%[59 µM],-14%,1%,7%[57.1 µM],-9%,-9%
O=C1Nc2ccc(S(=O)(=O)N3CCCC3)c3cccc1c23,-6%[11.5 µM],31%[activator],-1%,19%,4%,59%[activator],?,0%,-4%
O=C1CSC(c2ccccc2F)N1CCN1CCCCC1 (stereo unspecified),-1%,11%,-1%,79µM*,-12%,35%,-37%,3%,-4%
O=C(NCCN1CCCCC1)Nc1ccc(Cl)cc1,1%,15%,6%,20%,-18%,31%,-5%,-14%,-3%
CC12CCC(=O)N1C(C(=O)Nc1ccc(F)cc1)CS2 (stereo unspecified),i,5%,-2%,nt,1%,18%,4%,-5%,2%
COc1ccc(OC)c(S(=O)(=O)N2CCC(C(=O)NC(C)c3ccccc3)CC2)c1 (stereo unspecified),2%,13%,1%,-1%,2%[57.1 µM],-17%,-5%,0%,-3%
O=C(Nc1ccc(F)cc1)Nc1cccc(Br)c1,i,30%,nt,nt,-8%,48%[activator],nt,-4%,-1%
Nc1ccccc1/C=C/c1ccccc1N,-8%,-21%,nt,nt,-7%,21%,nt,4%,5%
Cc1ccc(NC(=O)C2CCCN2C(=O)OC(C)(C)C)cc1C (stereo unspecified),-2%,24%,-1%,8%[59 µM],-1%,46%[activator],1%,0%,2%
COc1cc(NC(=O)C2CCN(S(=O)(=O)c3ccc4c(c3)oc(=O)n4C)CC2)cc(OC)c1,i,1%,1%,5%[59 µM],-9%,14%,-14%,2%,3%
O=c1c2cn[nH]c2[nH]c(=S)n1-c1ccccc1,-1%,14%,2%,8.9µM*,79µM*,5%,-4%,8%,1%
CC(=O)Oc1ccc(N2C(=O)C3C(C2=O)C(C(=O)c2ccc(Cl)cc2)N2CCCC32)cc1 (stereo unspecified),-1%,5%,1%,-112%[12.7 µM],45µM*,?,-32%,1%,?
CCCCc1nn2c(=O)cc(COC(=O)c3cccc(NC(=O)CCc4ccccc4)c3)nc2s1,-2%,2%,-6%,5%[12.7 µM],4%,35%,-2%,-7%,0%
O=C(c1ccc(-c2ccccc2)cc1)c1ccccc1C(=O)N1CCOCC1,-7%,-1%,1%,-30%[2.33 µM],-10%,25%,-31%,2%,0%
N#CCCN(C(=O)COC(=O)/C=C/c1cccs1)c1ccccc1,-8%,64%[activator],nt,nt,-9%,13%[57 µM],nt,-1%,-10%
O=C(C[n+]1ccc(C(=O)NCc2ccccc2)cc1)c1ccc(Cl)cc1,7%,10%,-4%,24%[12.7 µM],-14%,18%,-1%,14%,0%
O=C(Nc1ccc2c(c1)OCO2)C1CCN(C(=O)c2cccs2)CC1,0%,-1%,-6%,?,-8%,10%,3%,-1%,0%
CCOC(=O)c1c(-c2ccccc2)oc2ccc(OCc3cccc(Br)c3)cc12,1%,50%[activator],1%,163%[activator][59 µM],80%[activator],112%[activator],90%[activator],-1%,2%
CCCCOc1cccc(C2C(C(=O)c3cccs3)=C(O)C(=O)N2Cc2cccnc2)c1 (stereo unspecified),i,-9%,-4%,?,-20%,14%,0%,3%,-5%
CNC(=O)c1cc2cc(OC)ccc2oc1=N,-6%,-2%,1%,56µM*,-7%,13%,-25%,18%,-9%
Cc1nn(CC(=O)NCCN2CCOCC2)c(C)c1[N+](=O)[O-],-3%,-6%,-2%,-24%,1%,16%,23%,-11%,-13%
Cc1csc(SCC(=O)NCc2ccccc2)n1,-10%,20%,1%,4%,-9%,53%[activator],-32%,-17%,0%
CC12CCC(=O)N1C(C(=O)N1CCN(S(=O)(=O)c3cccc(Cl)c3)CC1)CS2 (stereo unspecified),3%,33%[activator],nt,5%,-1%,45%[activator],9%,-3%,-3%
Cc1cccc(C(=O)NCC(=O)Nc2ccc(S(=O)(=O)Nc3nc(C)cc(C)n3)cc2)c1,1%,30%,-2%,-5%,0%,29%,-12%,-1%,-1%
Cc1sc2nc(SC3CCOC3=O)n(Cc3ccccc3)c(=O)c2c1C (stereo unspecified),0%,38%[activator],-10%,28%[12.7 µM],-24%,1%,-26%,22%,16%
CCC(=O)N1CCc2cc(S(=O)(=O)CCC(=O)N3CCN(c4cc(C)ccc4C)CC3)ccc21,3%,14%,-2%,3%[59 µM],-10%,31%,nt,3%,1%
COc1ccccc1C(=O)Nc1ccc(S(=O)(=O)Nc2nc(C)cc(C)n2)cc1,7%,-21%,0%,1%[59 µM],-12%,38%[activator],-11%,11%,1%
COc1ccc(Cl)cc1S(=O)(=O)N(C)CC(=O)NCCCn1ccnc1,0%,131%[activator],-4%,-13%,-5%,47%,-15%,-2%,1%
CCN(CC)CCNC(=O)c1cc2c(=O)n(C)c3ccccc3c2s1,i,7%,81%[activator],-23%,?,35%,7%,-4%,2%
Cc1ccn2c(NC(C)(C)C)c(-c3cccs3)nc2c1,3%,67%[activator],-4%,nt,-16%,-11%,-30%,6.3µM*,1%
CC1(C)OC(=O)C2(Cc3ccc(Br)cc3N3CCCCC32)C(=O)O1 (stereo unspecified),nt,?,nt,nt,56µM*,5%,nt,nt,?

Complete entries as entered above. Order of values: Tb PGK inh | POLI inh | BLM helicase inh | G9a inh | JMJD2A Tudor inh | HP1b binding inh | BAZ2B inh | GLS inh | Pin1 inhibitor
Cc1ccn2c(NC(C)(C)C)c(-c3cccs3)nc2c1 as listed: 3% | 67%[activator] | -4% | nt | -16% | -11% | -30% | 6.3µM* | 1%
COc1ccccc1C(=O)Nc1ccc(S(=O)(=O)Nc2nc(C)cc(C)n2)cc1 as listed: 7% | -21% | 0% | 1%[59 µM] | -12% | 38%[activator] | -11% | 11% | 1%

(listing goes on)
Structure,Tb PGK inh,POLI inh,BLM helicase inh,G9a inh,JMJD2A Tudor inh,HP1b binding inh,BAZ2B inh,GLS inh,Pin1 inhibitor
COc1ccc(C(C)NC(=O)CC23CC4CC(CC(C4)C2)C3)cc1 (stereo unspecified),-1%,-3%,-8%,-7%,-1%,19%,-14%,2%,1%
CCOC(=O)COc1c(Br)cc(/C=C2\SC(=O)N(CC(=O)N3CCCC3)C2=O)cc1OC,-7%,?,2%,?,?,-18%,-25%,0%,2%
C[C@H](NS(=O)(=O)c1ccccc1)C(=O)N1CCN(C(c2ccccc2)c2ccccc2)CC1,2%,-5%,nt,nt,-21%,13%,nt,7%,9%
NC(=O)c1ccc[n+](CC(=O)c2ccccc2)c1,-8%,57%[activator],3%,?,-13%,62%[activator],-24%,-30%,-6%
CCOc1ccc(C(=O)CCC(=O)N2CCN(S(=O)(=O)c3cccc(F)c3)CC2)cc1,0%,-4%,nt,-18%[12.7 µM],-16%,24%,5%,-3%,4%
CC(C)(C)NC(=O)COC(=O)c1ccc(S(=O)(=O)N2CCCC2)cc1,2%,102%,-5%,-1%,-6%,25%,19%,10%,5%
COc1ccc(Nc2nccc(-c3ccc([N+](=O)[O-])cc3)n2)cc1,0%,5%,0%,13%[2.33 µM],-24%,-2%,-10%,4%,0%
COc1ccc(CNC(=O)c2noc(C)c2[N+](=O)[O-])cc1,-9%,-10%,0%,14%,0%,36%,-8%,0%,2%
O=C(Nc1nccs1)c1ccccc1Br,-7%,-10%,3%,15%,6%,53%[activator],-2%,-1%,-2%

Compound activity as filed in PubChem.
